Assay outcomes deposited in PubChem BioAssay by National Center for Advancing Translational Sciences (NCATS).
N370S GC – qHTS Assay for Inhibitors and Activators of N370S glucocerebrosidase as a Potential Chaperone Treatment of Gaucher Disease. Lysosomal acid glucosylceramidase (Homo sapiens), P04062. N370S GC spleen homogenate, 4MU-glucoside fluorescence. Potency, µM (top dose mostly 59.4 µM), for the others: top-dose activity change, negative = inhibition, usual class: inhibitors. 330,000 tested, 0.092% active;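 further: 0% = full enzyme activity and -100% = no enzyme basal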
TDP1 cell noCPT – qHTS for Inhibitors of human tyrosyl-DNA phosphodiesterase 1 (TDP1): qHTS in cells in absence of CPT. DT40 Tdp1-/- hTDP1 cells, no CPT, ATP luminescence, 48 h. 420,000 tested, 15% active. Potency, µM (series often up to 46.2 µM), for the others: top-dose activity change, negative = growth inhibition, usual class: inhibitors; further: nearly all actives have a fitted effect of over 55% in size
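Stably hTDP1-transfected Tdp1-null chicken DT40 cells were treated with library compounds minus camptothecin and grown for at least 48 hr at 37 °C, after which cellular ATP was quantified by luminescence.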
TDP1 block – qHTS Assay for Inhibitors of Tyrosyl-DNA Phosphodiesterase (TDP1); Tyrosyl-DNA phosphodiesterase 1 (Homo sapiens), Q9NUW8; recombinant TDP1, AlphaScreen DNA substrate cleavage; Potency, µM (titrated, usually from 130 µM), for inactives: at the top dose activity change, negative = inhibition, hits mostly inhibitors; 350,000 tested, 0.28% active; AID 485290, 2010; further: nearly all actives have a fitted effect of over 40% in size
Target sequence (Q9NUW8 whole entry, looked up): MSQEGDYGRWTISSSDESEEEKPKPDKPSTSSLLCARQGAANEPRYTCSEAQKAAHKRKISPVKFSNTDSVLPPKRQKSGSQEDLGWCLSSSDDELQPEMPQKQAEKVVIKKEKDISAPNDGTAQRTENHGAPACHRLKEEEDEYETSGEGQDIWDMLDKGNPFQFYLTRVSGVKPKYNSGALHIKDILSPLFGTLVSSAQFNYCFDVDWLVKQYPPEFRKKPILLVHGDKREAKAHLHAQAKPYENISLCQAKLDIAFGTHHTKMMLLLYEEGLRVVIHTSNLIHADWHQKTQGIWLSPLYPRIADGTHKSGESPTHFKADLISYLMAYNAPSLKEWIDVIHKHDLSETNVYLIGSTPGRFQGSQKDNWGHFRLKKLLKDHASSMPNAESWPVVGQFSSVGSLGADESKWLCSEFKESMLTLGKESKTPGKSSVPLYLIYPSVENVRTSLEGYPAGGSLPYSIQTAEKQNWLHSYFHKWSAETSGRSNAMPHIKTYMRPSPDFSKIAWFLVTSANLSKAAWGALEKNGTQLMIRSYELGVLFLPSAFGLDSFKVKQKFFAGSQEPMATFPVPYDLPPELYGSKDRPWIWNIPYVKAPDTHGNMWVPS
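Compounds were preincubated with Tdp1 (1 nM final) for 15 min at room temperature before substrate (15 nM final) started a 5 min reaction; beads (10 ug/ml final) were then added for 10 min before AlphaScreen detection.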
Starred values were filed as active, the others as inactive; ? = inconclusive; nt = no result given; & = joins results of further samples; [ ] = dose if it differs, or a comment. The call rests on the fitted dose curve; in most records, active means well fitted curve in the direction sought with a large enough effect; inconclusive means small, poorly fitted or top-dose-only effect, or another doubt; inactive means no such curve, though single readings can be large; an effect the other way counts as inactive or inconclusive. Unless noted, on the % scale 0 is the no-effect control and ±100 the full control effect; potency means the concentration at half of the fitted maximal effect. This is a subset (hit frequency here may not be typical).

molecule	N370S GC	TDP1 cell noCPT	TDP1 block
Cc1cc(C(=O)OCC(=O)NC(C)C)c2ccccc2n1	-3.8%	?	1.9%
COc1ccc(C(=O)N(c2ccc(C)cc2)S(=O)(=O)c2ccc(C)cc2)cc1	nt	23.1µM*	2.8%
O=C(COC(=O)COc1ccc(Cl)cc1Cl)NC1CCCCCC1	nt	6.9%	-5.5%
C/C(Cl)=C\CNC(C)c1ccccc1 (configuration not stated)	6.0%	-9.9%	-1.0%
Cc1ccc(C)c(NC(=O)N2CCN(c3nnc(C)c4c(C)n(-c5ccccc5)nc34)CC2)c1	nt	-2.8%	7.1%
CN(C(=O)CSCC(=O)Nc1ccc(Cl)cc1)C1CCCCC1	nt	14.6µM*	-0.5%
COc1ccc2cc(C3(C)NC(=O)N(CC(=O)NCC(F)(F)F)C3=O)ccc2c1 (configuration not stated)	-26.1%	10.0%	nt
COc1ccc(C2NC(=S)NC(C)=C2C(=O)N2CCOCC2)cc1 (configuration not stated)	5.2%	20.5%	3.4%
CN1C(C(=O)Nc2ccc(C(=O)O)cc2)=C(O)c2ccccc2S1(=O)=O	nt	4.0%	-1.1%
CNC(=S)NNC(=O)c1ccccc1Cl	2.1%	0.2%	3.8%
O=C(COC(=O)/C=C/c1ccc(Cl)c(Cl)c1)NC1CCCC1	nt	-12.1%	0.8%
CC(=O)Nc1cc(NC(C)=O)c(N=Nc2ccccc2)cc1C	-3.0%	?	nt
O=C(NN1C(=O)/C(=C/c2cccnc2)SC1=S)C(c1ccccc1)c1ccccc1	-7.7%	?	8.6%
CCc1ccc(OCCCC(=O)Nc2ccc(S(=O)(=O)Nc3cc(C)nc(C)n3)cc2)cc1	-7.5%	-9.5%	6.7%
CC(C)Cc1ccc(/C=C/C(=O)N2CCCCC2)cc1	13.9%	?	6.3%
O=C(NC(=S)NC1CCCc2ccccc21)c1ccc(F)cc1 (configuration not stated)	?	?	7.7%
COc1ccc(N2CCN(C(=O)c3ccc(NC(=O)C4=CSCCO4)cc3)CC2)cc1	-1.1%	?	5.9%
O=C(CSc1ncc(-c2ccccc2)[nH]1)Nc1cccc(Br)c1	nt	?	10.0%
CN(c1ccc(F)cc1)S(=O)(=O)c1ccc(Cl)c(C(=O)OCC(=O)NCc2ccco2)c1	2.4%	?	4.7%
Cc1ccc(N(CC(=O)NCc2ccc(F)cc2)S(=O)(=O)c2c(C)nn(C)c2C)cc1	-11.7%	?	3.2%&-2.3%
CCCc1cc(C(=O)Nc2cc(OC)ccc2OC)cs1	-10.1%	-14.4%	-1.8%
CN(Cc1nc(-c2ccccc2)no1)C(=O)c1ccco1	-6.2%	-23.8%	-11.8%[0.0935 µM]
O=C(NCCc1cccc(F)c1)C1CCN(S(=O)(=O)c2ccccc2)CC1	-8.2%	-28.2%	nt
S=c1oc(-c2ccncc2)nn1CCc1ccncc1	2.8%	-17.7%	6.8%
Cc1c(C(=O)NC(C)C)oc2c1-c1[nH]ncc1CC2	4.0%	?	3.1%
CCCCNc1nc2c(S(=O)(=O)c3ccc(C)cc3)nnn2c2ccsc12	nt	-1.3%	0.0%
CCOC(=O)c1nnn(CC(=O)NC(=O)Nc2ccccc2F)c1C(=O)OCC	nt	-18.3%	5.9%
CCOc1ccc(NC(=O)Nc2cc(C)ccc2F)cc1	17.8%	-14.9%	2.2%
COc1ccc(C(=O)NCC(c2ccc(N(C)C)cc2)N2CCCC2)c(OC)c1 (configuration not stated)	nt	13µM*	8.8%
O=C(NCCc1ccccc1)c1cc(-c2ccc(Cl)c(Cl)c2)on1	nt	9.4%	-0.9%
COC(=O)COc1ccc(C(=O)OC)cc1	-0.5%	6.5%	-1.1%
CC(c1ccco1)N(C(=O)C12CC3CC(CC(C)(C3)C1)C2)c1ccccn1 (configuration not stated)	-5.4%	20.6µM*	9.6%
Cc1ccccc1Cn1c2ccccc2c2cnn(CC(=O)N3CCC(C)CC3)c(=O)c21	nt	14.6µM*	-2.5%
Cc1ccc(C(=O)OCC(=O)Nc2ccccc2Sc2ccccc2)cc1C	7.5%	?	nt
COCCCNC(=O)CCCn1c(=O)c2ccccc2n(CC(=O)Nc2c(C)cc(C)cc2C)c1=O	9.2%	-1.9%	5.3%
CCc1nnc(NC(=O)CC(C)c2ccccc2)s1 (configuration not stated)	1.6%	6.8%	nt
Nc1nc(SCC(=O)NNc2c(Cl)cc(Cl)cc2Cl)n[nH]1	-0.3%	-10.0%	5.5%
COc1ccc([N+](=O)[O-])cc1NC(=O)C(C)OC(=O)c1cccnc1Cl (configuration not stated)	1.6%	-2.1%	-5.5%
CCOC(=O)c1sc(NC(=O)C(C)C)c(C#N)c1C	-5.9%	?	-11.1%
CCOc1ccc(CCNC(=O)COC(=O)Cn2nc(C)c([N+](=O)[O-])c2C)cc1OCC	1.5%	3.5%	nt
O=C(N/N=C/c1cc([N+](=O)[O-])ccc1O)c1cc(-c2ccccc2)nc2ccccc12	2.5%	5.8µM*	2.3%
CC1(C)NC(=O)N(CC(=O)O)C1=O	-0.1%[12.8 µM]	-1.5%	3.6%
O=C1CC(=O)N(CCc2ccc(F)cc2)C(=O)N1	-19.8%	-29.3%	-3.4%
CCn1cnc2cc([N+](=O)[O-])ccc21	7.0%	1.6%	8.9%
CCOc1ccc(C(=O)Nc2ccc(-c3nc4ccccc4[nH]3)cc2)cc1[N+](=O)[O-]	-10.4%	18.4µM*	nt
O=C(CN(Cc1ccco1)C(=O)CCC(=O)Nc1nccs1)NCc1ccccc1	0.8%	-28.7%	-5.0%
CCC(=O)Nc1ccc(Cl)c(NC(=O)c2c(OC)cccc2OC)c1	-1.2%	-2.4%	9.6%
CCC(Oc1ccccc1)C(=O)Nc1ccccc1N1CCCCC1 (configuration not stated)	?	?	1.4%
COc1cccc(/C=N/NC(=O)CNC(=O)c2ccc3c(c2)OCCO3)c1O	-3.6%	?	0.0%
CC(=O)N1CCOc2ccc(S(=O)(=O)NC(C)c3ccccc3)cc21 (configuration not stated)	-14.2%	-2.2%	3.1%
COc1cc(/C=C2\SC(=S)N(C(C(=O)O)c3ccccc3)C2=O)ccc1O (configuration not stated)	-5.6%	-4.7%	4.2%
CCOc1ccc(CCNC(=O)c2cc(-c3ccccc3)c(N3CCOCC3)s2)cc1OCC	?	3.26µM*	7.3%
Cc1ccc(NC(=O)COC(=O)CC2CCCC2)cc1Cl	-1.8%	nt	3.6%
CN1C(=O)/C(=C/c2ccccc2OCc2ccccc2)NC1=S	23.0%	?	8.1%
CCCCCC(=O)Nc1nc(C)c(-c2csc(Nc3ccccc3OCC)n2)s1	1.5%	?	8.8%
Cc1cccc(CC(=O)NCCn2c(C)cc3ccccc32)c1	0.8%	?	-5.8%

Later entries:
molecule	N370S GC	TDP1 cell noCPT	TDP1 block
COc1cc(/C=N/NC(=O)c2cc(C)oc2C)cc(OC)c1OC	-5.2%	-14.1%	4.8%
Cc1ccc(COc2ccsc2C(=O)O)cc1	-2.6%	3.3%	3.8%
CCOC(=O)c1[nH]c2ccc(OCC)cc2c1NC(=O)CN1CCC2(CC1)OCCO2	6.9%	?	-4.2%
C=CCc1cccc2ccc(=O)oc12	11.7%	-15.4%	-2.7%
COc1cc(/C=N/NC(=O)CSc2ccccn2)ccc1O	0.4%	3.1%	2.8%
O=C(COC(=O)c1ccccn1)Nc1nccs1	-7.1%	-7.9%	0.0%
O=c1cc(O)c2c(=O)[nH]c(=O)n(-c3ccccc3)c2[nH]1	-0.2%	-29.6%	2.0%
Cc1ccc(NS(=O)(=O)c2ccc(C(=O)NCc3ccc(S(N)(=O)=O)cc3)cc2)cc1	nt	?	0.6%

The list goes on (6 carried over from the part before).
molecule	N370S GC	TDP1 cell noCPT	TDP1 block
CCOC(=O)c1[nH]c2ccc(OCC)cc2c1NC(=O)CN1CCC2(CC1)OCCO2	6.9%	?	-4.2%
C=CCc1cccc2ccc(=O)oc12	11.7%	-15.4%	-2.7%
COc1cc(/C=N/NC(=O)CSc2ccccn2)ccc1O	0.4%	3.1%	2.8%
O=C(COC(=O)c1ccccn1)Nc1nccs1	-7.1%	-7.9%	0.0%
O=c1cc(O)c2c(=O)[nH]c(=O)n(-c3ccccc3)c2[nH]1	-0.2%	-29.6%	2.0%
Cc1ccc(NS(=O)(=O)c2ccc(C(=O)NCc3ccc(S(N)(=O)=O)cc3)cc2)cc1	nt	?	0.6%
COc1ccc(OCC(O)COc2ccc(C(=O)O)cc2)cc1 (configuration not stated)	-10.1%	3.5%	2.1%
CN1CCN(NC(=O)c2ccc(Br)s2)CC1	4.1%	-29.9%	3.1%
COc1ccccc1CNC(=O)CN1C(=O)NC2(CCCc3ccccc32)C1=O (configuration not stated)	nt	-11.7%	1.3%
COc1ccc(C(=O)Nc2ccc(OCC(F)(F)C(F)F)c(C(F)(F)F)c2)cc1OC	-3.4%	11.2µM*	2.0%
CC(=O)N(Cc1ccco1)Cc1cc2cccc(C)c2n2nnnc12	1.1%	nt	-2.5%
CCOC(=O)C1=NN(C(=O)Cc2ccccc2)C(O)(c2ccc(Cl)cc2)C1 (configuration not stated)	12.1%	-1.3%	1.2%
CCn1nc([N+](=O)[O-])c(C(C#N)c2nc3cc(C(F)(F)F)ccc3s2)c(Cl)c1=O (configuration not stated)	15.6%	23.1µM*	12.4%
O=S1(=O)C2CC3C=CC2(O3)C(O)C(Cc2ccccc2)N1Cc1cccc(F)c1 (configuration not stated)	-10.0%	nt	8.5%
CC(OC(=O)CNC(=O)c1ccc(Cl)c([N+](=O)[O-])c1)C(=O)NCc1ccco1 (configuration not stated)	-3.2%	0.4%	nt
CC(COS(N)(=O)=O)Cc1ccc(C(F)(F)F)cc1 (configuration not stated)	-7.8%	?	nt
CCCCCN(C(=O)NC(=O)NCCCC)S(C)(=O)=O	5.2%	0.0%	0.0%
C/C(=C\c1ccco1)C1C(C#N)=C(N)Oc2n[nH]c(-c3ccccc3)c21 (configuration not stated)	-23.2%	-23.2%	7.4%
CC(=O)c1ccc(S(=O)(=O)NCC(=O)N2CCN(C/C=C/c3ccccc3)CC2)cc1	nt	-24.4%	3.7%
Cc1cc(OCC(=O)NCCc2c[nH]c3ccccc23)c2c(C)c(C)c(=O)oc2c1	13.6%	?	nt
O=C1C=CN2CCOCC2C1 (configuration not stated)	nt	-2.7%	1.0%
COc1cccc(C(=O)Nc2ccncc2)c1	-0.5%	nt	-2.6%
Cc1cc(=O)[nH]c(N/N=C/CCc2ccccc2)n1	9.3%	-4.6%	5.3%
O=C(Nc1ccccc1)c1ccc(-c2ccccc2)s1	1.9%	-6.9%	6.9%
O=C(NCCN1CCN(c2ccccc2)CC1)Nc1ccc(Cl)cc1	-21.4%	-25.5%	nt
O=C(NCCn1cccc1)c1cccc2ccccc12	-11.2%	2.0%	1.1%
COc1cc(NC(=S)NCCCN2CCOCC2)cc(OC)c1OC	13.1%	23.0%	0.0%
CCOc1ncccc1C(=O)OCc1ccc(C(=O)OC)cc1	8.0%	?	8.1%
OC(c1cc(-c2ccc(C(F)(F)F)cc2)nc(C(F)(F)F)c1)C1CCCCN1 (configuration not stated)	?	6.51µM*	-3.8%
O=C(COc1ccc(Cl)cc1)OCc1cc(=O)n2nc(C3CCCCC3)sc2n1	nt	-22.7%	8.4%
Cc1ccccc1NC(=O)NC(C)(C)CC(C)(C)C	2.7%	?	0.0%
CCOC(=O)COn1c(=O)c(-c2ccc(C)cc2)[n+]([O-])c2ccccc21	-9.5%	-4.6%	nt
O=C(Nc1cccnc1)c1cc(-c2ccccc2O)on1	-8.6%	-44.4%	nt
Cc1ccc(NC(=O)c2ccc(OCc3c(C)noc3C)cc2)cc1C	nt	?	0.4%
COc1ccc(/C=C2/Sc3ccc(C(=O)N4CCc5ccccc5C4)cc3NC2=O)cc1	-7.5%	-24.0%	1.2%
